Source: PubChem
SRC2 inh = inhibits human steroid receptor coactivator 2; HEK293 GAL4-SRC2 luciferase reporter, luminescence; inhibition, % at 9 µM; hit rate 0.17% among 370,000;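 active = inhibition above the mean inhibition of all tested compounds plus 3 SD, set per campaign, cut at about 52% in these data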;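 note: 0% = DMSO treated cells and 100% = cells given Gossypol at 36 µM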
LMP1 NFkB inh = inhibitors of Epstein-Barr LMP1-induced NF-kappaB reporter; LMP1-induced NF-kappaB luciferase reporter cells, luminescence; inhibition, % at 12.5 µM; hit rate 0.69% among 350,000; AID 504558; in the data active = inhibition above about 41%;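 note: 0% = neutral control wells and 100% = reference inhibitor control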
TROY NFkB inh = TROY signaling inhibition. hit rate 0.98% among 360,000. AID 1347056. inhibition, % at 10 µM. Q293 LMP1-TROYcd NF-kB luciferase reporter, 4 h;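 active = compounds whose plate-normalised and pattern-corrected inhibition of the luciferase reporter signal at the single screening dose is 50% or more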
C8 TRAIL sens = sensitizes caspase-8 expressing cells to TRAIL; NB7+C8 cells + TRAIL, ATPlite viability luminescence; inhibition (viability loss, TRAIL sensitization), % at 10 µM; hit rate 1% among 360,000; AID 624354;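 active = compounds causing at least 50% loss of cell viability in the single-dose screen, relative to plate controls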
NOD2-RIPK2 inh = NOD2-RIPK2 protein interaction inhibition; O43353; CHO BLA complementation NOD2-RIPK2, CCF4 ratio; inhibition, % at 4.98 µM; hit rate 0.38% among 360,000; in the data active = inhibition above about 21%;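 note: 0% = vehicle only and 100% = reference blocker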
COUP-TFII inh = NR2F2 (human) inhibition, primary screen; hit rate 0.7% among 370,000; P24468; HEK293T NGFI-A luciferase reporter, luminescence; inhibition, % at 8.6 µM;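 active = inhibition above a per-plate cutoff, mean inhibition of test wells between control levels plus 3 SD, cut at about 38% in these data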;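 note: cells cotransfected with COUP-TFII expression vector driving the NGFI-A reporter; 0% = median of COUP-TF2 test wells and 100% = reporter-only cells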
Target sequence (P24468 whole entry, looked up): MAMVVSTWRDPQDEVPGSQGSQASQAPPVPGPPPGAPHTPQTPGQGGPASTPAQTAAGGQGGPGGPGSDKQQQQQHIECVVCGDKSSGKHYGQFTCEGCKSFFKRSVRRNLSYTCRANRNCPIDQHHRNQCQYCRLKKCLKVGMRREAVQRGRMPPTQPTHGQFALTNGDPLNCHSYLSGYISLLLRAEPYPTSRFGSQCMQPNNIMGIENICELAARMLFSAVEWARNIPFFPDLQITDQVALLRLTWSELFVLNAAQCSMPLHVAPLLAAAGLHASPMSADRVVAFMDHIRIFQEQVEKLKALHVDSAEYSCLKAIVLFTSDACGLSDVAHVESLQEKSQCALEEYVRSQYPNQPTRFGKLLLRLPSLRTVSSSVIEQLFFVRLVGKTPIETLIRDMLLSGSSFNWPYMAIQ
NCOA1 inh = human NCOA1 inhibition. hit rate 0.12% among 360,000. inhibition, % at 3.6 µM. HEK293 GAL4-SRC1 luciferase reporter, luminescence;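 active = inhibition above the campaign mean plus 3 SD, with each screening campaign given its own cutoff, cut at about 60% in these data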;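 note: 0% = DMSO treated cells and 100% = gossypol at 36 µM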
TLR9-MyD88 inh = inhibitors of human TLR9-MyD88 binding. AID 504734. hit rate 0.21% among 340,000. CHO BLA complementation TLR9-MyD88, CCF4 FRET ratio. inhibition, % at 4.98 µM;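 active = inhibition above the mean over all tested compounds plus 3 SD, cut at about 21% in these data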;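 note: 0% = DMSO only wells and 100% = clavulanate BLA inhibitor control wells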
TWEAK Fn14 block = blocks TWEAK-Fn14 interaction in a reporter cell assay; TWEAK-stimulated Fn14 reporter cells, luciferase luminescence, 8 h; inhibition, % at 10 µM; hit rate 2% among 360,000; AID 1159606; in the data active = inhibition above about 50%
LRH-1 inv ag = inverse agonists of human LRH-1 (NR5A2) | O00482 | HEK293T StAR-luciferase reporter, LRH-1 transfected, 24 h | inhibition, % at 3.6 µM | hit rate 0.13% among 360,000;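 active = inhibition above the mean inhibition of all tested compounds plus 3 SD, cut at about 73% in these data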;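 note: 0% = DMSO wells and 100% = reporter-only cells lacking LRH-1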
SRC3 inh = human NCOA3 inhibition. Q9Y6Q9. HEK293 GAL4-SRC3 luciferase reporter, luminescence. inhibition, % at 3.6 µM. hit rate 0.17% among 360,000;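 active = inhibition above a per-campaign cutoff, the mean of all compounds plus 3 SD, cut at about 60% in these data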;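 note: 0% = DMSO-treated cells and 100% = gossypol-treated cells at 36 µM; higher means less SRC3-driven luciferase light from the GAL4 reporter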
An asterisk follows results filed as active; x = no result given. An excerpt; rates above refer to the full screens.

The line under a structure holds: SRC2 inh	LMP1 NFkB inh	TROY NFkB inh	C8 TRAIL sens	NOD2-RIPK2 inh	COUP-TFII inh	NCOA1 inh	TLR9-MyD88 inh	TWEAK Fn14 block	LRH-1 inv ag	SRC3 inh
(1) O=C(NCc1ccco1)c1cnc2sccn2c1=O
  21	15	1	1	0	10	10	12	-3	-6	-6
(2) COC(=O)[C@H]1[C@H]2C[C@H]3c4[nH]c5ccccc5c4CCN3C[C@H]2CC[C@@H]1O
  8	0	-5	-14	-10	-9	-11	4	-2	8	4
(3) Cn1c(CNc2nc(-c3ccccc3)cs2)nnc1SCC(=O)OC1CCCCC1
  10	-4	18	-2	3	22	0	10	19	14	-19
(4) COc1ccc(-c2nn(-c3ccccc3)cc2CNCCN2CCOC2=O)c(F)c1
  2	4	-30	1	-4	-20	2	-1	-8	-3	5
(5) CC(C)CCOc1ccc(C(CC(N)=O)C(=O)O)cc1 (stereo unspecified)
  -5	2	8	3	-14	-3	4	10	12	-2	7
(6) COc1cc(CNCc2ccccn2)ccc1OCC(=O)NC1CCCCC1
  -15	-6	9	-6	-7	1	0	-7	-1	4	5
(7) Cc1ccc(NC(=O)C(=O)NCC2CCCO2)cc1 (stereo unspecified)
  -85	-2	-16	-5	6	-27	-51	-9	-17	-84	-36
(8) COc1ccc2[nH]c(C)c(CCNC(=S)Nc3ccccc3C)c2c1
  -19	-1	7	3	-7	3	3	-7	1	-8	-9
(9) O=C(N1CCOCC1)N1CCOCC1
  4	-4	5	1	-2	3	-6	-1	6	-3	9
(10) CCOC(=O)N1CCN(C(=O)NC23CC4CC(CC(C4)C2)C3)CC1
  -11	-7	12	-1	-27	-10	-2	-50	-10	-4	11
(11) C=CC[C@H](CC(=O)N(CCO)Cc1ccccc1)C(=O)N[C@H](C)COC(=O)[C@@H](CC=C)Cc1ccc(F)cc1
  16	-2	-16	-5	4	14	6	0	5	12	6
(12) COC(=O)[C@@]1(Sc2ccc(OC)cc2)CC(=O)N[C@@H]1c1ccccc1
  13	x	5	3	-10	-4	x	x	1	-7	x
(13) CC(C)(C)c1ccc(OC(=O)c2cccnc2)cc1
  -18	8	-31	-6	-1	-2	-2	6	-21	5	3
(14) COc1ccc(C)cc1NC(=O)C(Sc1nnc(Nc2ccccc2F)s1)c1ccccc1 (stereo unspecified)
  -14	4	-8	0	-4	-5	-3	-1	31	-3	-9
(15) COc1ccc(N(C)C(=O)c2cc3c(s2)-c2ccccc2S(=O)(=O)C3)cc1
  2	0	-2	-2	-8	-6	-1	3	-8	13	3
(16) O=c1c2ccccc2oc2ccc(C#CC3(O)CCCCC3)cc12
  -16	-12	89*	87*	3	37	34	1	98*	18	26
(17) CSc1ccccc1NC(=O)c1cccc(S(=O)(=O)N2CCN(C)CC2)c1
  28	-1	14	-7	3	-5	17	-6	3	1	-14
(18) Cc1cc[n+](-c2[nH]c(=O)sc2/C=N/N=C(\[O-])c2ccncc2)cc1
  -3	70*	-8	-12	2	14	4	3	-6	6	-11
(19) CCCn1nnc(NC(=O)COc2ccc(CC)cc2)n1
  -12	-3	-4	-3	5	-9	-11	-8	-6	-5	-3
(20) O=C(Cn1cnc2c(cnn2-c2ccc(F)cc2)c1=O)OCc1ccccc1
  0	6	-41	-2	-7	4	4	-5	-3	12	-5
(21) COc1ccc([C@@H]2[C@@H]3C(=O)N(C(C)(C)C)C(=O)[C@@H]3[C@]3(Cc4ccccc4)C(=O)N(c4cccc(Cl)c4)C(=O)N23)cc1
  5	1	6	-1	-2	10	11	-8	3	25	-5
(22) O=C(C1=NN[C@@H]2C(=O)N(Cc3ccccc3)C(=O)[C@H]12)c1ccc(F)cc1
  10	x	6	-17	-7	19	9	x	-4	2	-7
(23) CCCc1c(C)[nH]c2ccc(NC(C)=O)cc2c1=O
  -3	5	9	-15	0	7	17	-9	-2	-5	16
(24) Cc1ccc(C)n1-n1cnc2sc3c(c2c1=O)CCC3
  8	-14	14	-5	-4	-1	9	-5	-3	-17	14
(25) O=[N+]([O-])c1ccc2[nH]c(O)c(N=NC(=S)NCC3CCCO3)c2c1 (stereo unspecified)
  12	2	-2	5	-8	-10	1	13	-16	-1	9
(26) Cc1cccc(CN2CCC(Oc3ccc(C(=O)N4CCCCC4)cc3)CC2)c1
  -16	-2	18	-3	1	4	14	-5	3	-7	-5
(27) CCOC(=O)N1CCN(C(=O)COc2cccc3c2CCN(Cc2ccc(F)cc2)C3=O)CC1
  1	-3	16	19	-11	23	12	3	3	-7	13
(28) COC(=O)c1[nH]c2cccc(OC)c2c1NC(=O)CN1CCOCC1
  -3	-1	-5	-12	2	3	-24	5	3	5	4
(29) O=C(NC1CC2CCC(C1)N2C(=O)NCc1ccccc1)NC12CC3CC(CC(C3)C1)C2 (stereo unspecified)
  -13	4	1	-10	7	8	-16	-8	-6	7	1
(30) O=C(CN1CCSc2ccccc21)NCCCc1ccccc1
  -16	-6	40	-6	0	-5	-17	2	31	35	-13
(31) CC(C)C[C@H]1CN([C@@H](CC(C)C)CN2CCCC2CN2C(=S)NC[C@@H]2Cc2ccc(O)cc2)C(=S)N1CC1CCCCCC1 (stereo partly specified)
  11	13	7	19	-7	-8	-8	1	-2	3	8
(32) OCc1nc2ccccc2n1CC(O)COc1ccccc1 (stereo unspecified)
  -23	3	-16	-22	7	10	-6	1	12	-5	4
(33) Cc1cc(C)c(S(=O)(=O)N2CCOC2CNC(=O)C(=O)NCc2cccnc2)c(C)c1 (stereo unspecified)
  -2	-3	-19	3	-1	-14	0	-2	1	9	4
(34) COC(=O)c1ccc(C)c(-n2c(=O)n(Cc3ccccc3)c(=O)c3[nH]cnc32)c1
  1	-1	6	-2	-4	-9	-1	-52	-2	9	-3
(35) O=C1CCCCC(=O)c2ccccc2N1
  14	-3	-8	7	0	8	-26	4	8	5	-6
(36) COc1ccccc1CN1Cc2cccc3c2[C@@H](CC1=O)[C@H](O)[C@H](O)C3
  19	-5	-11	0	-11	-22	-12	10	5	-9	25
(37) Cc1cccc(Nc2ccncc2S(N)(=O)=O)c1
  1	x	12	-6	-1	11	3	x	70*	14	28
(38) O=C(COc1ccccc1F)N1CCCc2ccccc21
  1	-8	11	1	2	15	7	-2	34	-5	3
(39) Cc1cccc(OCC(=O)N2CCCc3ccccc32)c1
  -9	6	0	-23	-3	15	11	3	-7	-16	3
(40) O=C(Nc1cccc2c1CCCC2)c1cc([N+](=O)[O-])ccc1Cl
  58*	54*	-12	-14	-10	17	28	-14	51*	18	22
(41) CC(C)(C)C(=O)C(Oc1cccc2nonc12)n1cncn1 (stereo unspecified)
  -27	7	-32	5	5	-12	-3	-4	20	-8	-22
(42) Cc1cc2c(nn1)CCc1nonc1-2
  x	-13	0	11	-9	x	1	1	-15	9	2
(43) O=C(c1cccs1)N(Cc1cc2ccccc2[nH]c1=O)CC1CCCO1 (stereo unspecified)
  -22	-1	1	8	-14	18	-8	-2	24	5	9
(44) CC1=C(C(N)=O)C(c2ccc(Cl)c(Cl)c2)n2ncnc2N1 (stereo unspecified)
  -12	-6	-14	-5	-4	-12	-16	6	7	-12	-9
(45) CCOC(=O)N1CCC(NC(=O)Cn2cccc2C(=O)c2ccccc2C)CC1
  -8	0	1	-19	2	2	-15	-4	10	2	13
